# Screens deposited in PubChem BioAssay by several laboratories.
# ADAM10 inh – inhibits human ADAM10; inhibition, % at 7 µM; O14672; 370,000 compounds, 0.62% hits; recombinant ADAM10, EDANS/DABCYL FRET peptide cleavage, 3 h;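 active means inhibition above a per-campaign cutoff equal to the mean of compounds falling between control-based bounds plus 3 SD, cut at about 20% in these data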;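 further: 0% = DMSO wells while the 100% control is not disclosed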
# GAA850 FXN act – increases GAA850 frataxin promoter reporter activity; HEK293 lucGAA850 FXN promoter luciferase reporter, 24 h; percent of 10 µM SAHA response; activation, % at 6 µM; 360,000 compounds, 0.56% hits; AID 540364;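 active means activation above the average of all compounds screened plus 3 SD, cutoff fixed separately per campaign, cut at about 7.5% in these data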;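 further: 0% = DMSO wells and 100% = 10 µM SAHA wells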
# HGIII-sPLA2 inh – Blocks human group III sPLA2 activity; inhibition, % at 12.2 µM; QFRET BODIPY PC-A2 liposome hydrolysis, fluorescence; AID 743126; 370,000 compounds, 0.56% hits;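 active means inhibition above mean plus 3 SD of compounds lying within the high and low control bounds, cut at about 19% in these data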;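 further: 0% = median of test compound wells and 100% = no enzyme DMSO wells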
# ASAP1 inh – inhibitors of human ASAP1 ArfGAP activity | Q9ULH1 | ASAP1-stimulated ARF1 GTP hydrolysis, GDP FP detection | inhibition, % at 16.5 µM | 360,000 compounds, 0.19% hits | AID 624377; in the data active means inhibition above about 25%;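 further: 0% = vehicle with enzyme and substrate and 100% = no enzyme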
# Target sequence (Q9ULH1 325-724 limits assumed): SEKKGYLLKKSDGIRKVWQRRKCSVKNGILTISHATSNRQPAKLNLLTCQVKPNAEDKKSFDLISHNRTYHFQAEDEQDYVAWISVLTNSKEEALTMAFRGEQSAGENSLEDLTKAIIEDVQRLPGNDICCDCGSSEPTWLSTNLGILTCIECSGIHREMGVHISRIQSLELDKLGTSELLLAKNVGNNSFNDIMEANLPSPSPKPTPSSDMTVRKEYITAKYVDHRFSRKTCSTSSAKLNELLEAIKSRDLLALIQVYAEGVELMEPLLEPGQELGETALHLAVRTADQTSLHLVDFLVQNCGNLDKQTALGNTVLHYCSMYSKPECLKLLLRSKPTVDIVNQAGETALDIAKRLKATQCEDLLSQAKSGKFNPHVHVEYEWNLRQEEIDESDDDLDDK
# rCAG binder – molecules binding r(CAG) RNA repeats; r(CAG) RNA repeat, TO-PRO-1 dye displacement fluorescence; inhibition, % at 3 µM; AID 651821; 370,000 compounds, 1.3% hits;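 active means inhibition above the plate cutoff, the mean of all test compounds on that plate plus 3 SD, cut at about 35% in these data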;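 further: 0% = DMSO alone and 100% = 100 µM mitoxantrone as full dye displacement; higher means more dye released from RNA so lower well fluorescence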
# ARFGAP1 inh – inhibits rat ARF GTPase activating protein 1. AID 651572. inhibition, % at 16.5 µM. Arfgap1-stimulated ARF1 GTP hydrolysis, GDP FP detection. 360,000 compounds, 0.26% hits;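 active means inhibition above a per-plate limit, mean inhibition of low control wells plus 3 SD, cut at about 25% in these data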;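 further: 0% = DMSO wells with enzyme and 100% = wells lacking Arfgap1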
# Target sequence (Q62848 1-136 limits assumed): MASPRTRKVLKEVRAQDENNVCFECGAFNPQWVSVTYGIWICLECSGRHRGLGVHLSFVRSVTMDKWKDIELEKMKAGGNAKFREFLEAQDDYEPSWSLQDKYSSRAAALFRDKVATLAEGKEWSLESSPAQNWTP
#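 material = rat Arfgap1 catalytic domain, aa 1-136 | also added = human ARF1(Δ1-17)-GTP substrate | compound dosing = one concentration, 16.5 µM, DMSO 1.26% | times = GTP hydrolysis reaction 2 h at 25 °C | measured by = FP, GDP Alexa 633 tracer displaced from anti-GDP antibody, 620/688 nm | evaluation = percent inhibition of Arfgap1-stimulated GTP hydrolysis | replication = single well per compound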
# GC-B act – GC-B (human) receptor activation. activation, % at 10 µM. HEK293-GC-B cells, CNP EC30, cGMP TR-FRET; 0% at EC30 CNP, 100% saturating CNP. P20594. 370,000 compounds, 0.11% hits;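 active means activation at 10 µM reaching about 35% in either raw or pattern-adjusted values, limit read from the data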
# KLK7 zymogen act – proKLK7 (human) activation, primary screen; P49862; purified proKLK7, EDANS-DABCYL substrate fluorescence; 100% is mature enzyme control, 0% vehicle; activation, % at 7 µM; 370,000 compounds, 0.9% hits; AID 652039;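 active means activation above the mean of all tested compounds plus 3 SD, computed per campaign excluding outliers beyond control limits, cut at about 13% in these data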
# DDE Tn6 FP inh – inhibitors of Tn6 peptide binding to human fibrin DD(E). 370,000 compounds, 0.21% hits. Fibrin DD(E) TRITC-Tn6 fluorescence polarization displacement. inhibition, % at 8.3 µM. AID 720509. P02675;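 active means inhibition above a per-campaign cutoff: mean of compounds within control limits plus 3 SD, cut at about 15% in these data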;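 further: 0% = median of all compound wells on the plate and 100% = blocking peptide control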
# Target sequence (P02675 whole entry, looked up): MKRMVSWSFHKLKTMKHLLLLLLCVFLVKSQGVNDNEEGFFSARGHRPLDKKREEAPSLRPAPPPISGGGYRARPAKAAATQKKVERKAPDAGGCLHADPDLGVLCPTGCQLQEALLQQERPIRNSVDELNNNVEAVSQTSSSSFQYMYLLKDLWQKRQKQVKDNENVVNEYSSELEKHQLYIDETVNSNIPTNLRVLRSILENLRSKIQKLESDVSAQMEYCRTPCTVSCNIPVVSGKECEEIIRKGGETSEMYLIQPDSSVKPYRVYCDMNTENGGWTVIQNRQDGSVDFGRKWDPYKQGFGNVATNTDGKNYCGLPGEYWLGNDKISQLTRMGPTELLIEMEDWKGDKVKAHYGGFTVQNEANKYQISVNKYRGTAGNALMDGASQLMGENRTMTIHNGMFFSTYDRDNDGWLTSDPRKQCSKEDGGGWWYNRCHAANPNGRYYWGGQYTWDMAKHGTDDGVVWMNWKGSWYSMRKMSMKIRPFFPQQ
# GC-A act – GC-A (human) enzyme activation | P16066 | HEK293 GC-A cells, cGMP TR-FRET, EC30 ANP; 0% at EC30 ANP, 100% saturating ANP | activation, % at 10 µM | 370,000 compounds, 0.14% hits; in the data active means activation above about 40%
# * hit, by the source's call; nt = no result given; & = joins results of further samples; ! = a repeat was not active.
[1] COc1ccc(-c2csc(C(C)(NC(C)=O)c3ccccc3)n2)cn1 (stereo not drawn)
[2] O=c1cc(N2CCN(c3ccccc3Cl)CC2)[nH]c(=O)n1Cc1ccc(F)cc1
[3] COc1ccc(CNc2ccc(N3CCN(C(C)=O)CC3)cc2)cc1OC
[4] COc1cccc(NC(=O)Nc2cc(C(=O)O)ccc2N2CC3CC(C2)c2cccc(=O)n2C3)c1 (stereo not drawn)
[5] Cc1cc(=O)oc2c1c(C)nn2-c1nn[nH]n1
[6] CCNC(=O)Nc1ccc2c(c1)C(=O)N(C)[C@H]1CC[C@@H](CC(=O)OC)O[C@H]1CO2
[7] Cc1ccc(S(=O)(=O)NC(C)C(=O)NCc2ccc(Cl)cc2)cc1 (stereo not drawn)
[8] O=S1(=O)CC(N2CCN(CC3CC3)CC2)CN1Cc1cn(Cc2ccccc2C(F)(F)F)nn1 (stereo not drawn)
[9] Cc1ccc(S(=O)(=O)/N=C(\N)Nc2nc(C)c3cc(C)ccc3n2)cc1
[10] O=c1c2[nH]c3cccc(Cl)c3c2ncn1Cc1ccncc1

screen / no.	1	2	3	4	5	6	7	8	9	10
GC-B act	1	-10	-3	2	2	-7	-3	-1	0	-2
HGIII-sPLA2 inh	11	6	8	2	2	1	-7	-6	-21	2
rCAG binder	2	0	7	9	-7	1	-2	0	24	3
KLK7 zymogen act	0.6	-0.2	-2.7	0.8	-0.2	0.3	0.3	0.0	8.3	-0.8
DDE Tn6 FP inh	1	-8	5	0	1	-8	4	-1	4	8
ARFGAP1 inh	9	3	3	5	16	nt	3	5	-8	-5
ADAM10 inh	-15	0	-128	-2	-5	1	6	2	-43	-31
GAA850 FXN act	1.3	-2.9	-0.8	0.5	-2.0	nt	1.2	nt	0.8	-0.8
GC-A act	-1	-18	-6	5	-2	4	-2	-2	1	38
ASAP1 inh	-2	2	0	12	-6	nt	14	3	6	-5

# Record cards (already shown). Order of screens: GC-B act | HGIII-sPLA2 inh | rCAG binder | KLK7 zymogen act | DDE Tn6 FP inh | ARFGAP1 inh | ADAM10 inh | GAA850 FXN act | GC-A act | ASAP1 inh
# COc1ccc(-c2csc(C(C)(NC(C)=O)c3ccccc3)n2)cn1 (stereo not drawn) across the screens: 1 | 11 | 2 | 0.6 | 1 | 9 | -15 | 1.3 | -1 | -2
# COc1ccc(CNc2ccc(N3CCN(C(C)=O)CC3)cc2)cc1OC across the screens: -3 | 8 | 7 | -2.7 | 5 | 3 | -128 | -0.8 | -6 | 0
# O=c1c2[nH]c3cccc(Cl)c3c2ncn1Cc1ccncc1 across the screens: -2 | 2 | 3 | -0.8 | 8 | -5 | -31 | -0.8 | 38 | -5
# Cc1ccc(S(=O)(=O)NC(C)C(=O)NCc2ccc(Cl)cc2)cc1 (stereo not drawn) across the screens: -3 | -7 | -2 | 0.3 | 4 | 3 | 6 | 1.2 | -2 | 14
# O=S1(=O)CC(N2CCN(CC3CC3)CC2)CN1Cc1cn(Cc2ccccc2C(F)(F)F)nn1 (stereo not drawn) across the screens: -1 | -6 | 0 | 0.0 | -1 | 5 | 2 | nt | -2 | 3

# Continued:
[11] CC(C)(C)S(=O)(=O)N1Cc2cc(CO)cc(CCO)c2[C@@H]1CCO
[12] COc1cccc(NC(=O)CSc2nnc(-c3cc(C)n(-c4ccccc4)c3C)o2)c1
[13] CCOCCCNC(=O)C(NC(=O)c1ccc(NC(C)=O)cc1)c1ccc(OC)cc1 (stereo not drawn)
[14] CCN(CC)N=Nc1ccc(S(=O)(=O)Nc2nc(C)cc(C)n2)cc1
[15] O=C(NC(=S)NCc1ccccc1Cl)c1cccs1
[16] COc1ccc(OC)c(NC(=O)c2ccccc2NC(=O)c2ccco2)c1
[17] O=C(CCc1ccccc1)OCC(=O)c1cccc([N+](=O)[O-])c1
[18] Cc1nnc2n1N=CC=C(C(C)(C)C)S2
[19] Cc1cccc(NC(=O)CCSc2nc(C)cc(C)n2)c1
[20] CCOc1ccc2[nH]c3c(NCCc4ccc(OC)c(OC)c4)ncnc3c2c1

screen / no.	11	12	13	14	15	16	17	18	19	20
GC-B act	0	-7	4	1&-2	2	-17	-2	-1	1	5
HGIII-sPLA2 inh	0	-25	14	-10&-6	-7	2	-10	2	1	9
rCAG binder	3	-1	-5	43*!	3	1	9	1	1	7
KLK7 zymogen act	0.6	0.8	-0.4	0.0&0.3	-0.4	0.4	0.0	-0.5	0.2	0.1
DDE Tn6 FP inh	6	-3	-2	8&2	-3	-2	1	11	7	-6
ARFGAP1 inh	-1	4	0	-3&-5	14	-1	-3	-5	11	6
ADAM10 inh	-2	13	-13	-1&14	5	3	0	-3	-12	-385
GAA850 FXN act	-2.0	-11	2.0	0.1&1.4	-1.1	0.3	1.5	-3.1	2.4	-3.1
GC-A act	2	-8	5	1&3	4	-27	4	4	9	0
ASAP1 inh	1	5	2	-10&10	-1	2	-11	-4	-2	-2

[21] Cc1ccc(NC(=O)COC(=O)Cn2nc(C)c([N+](=O)[O-])c2C)c([N+](=O)[O-])c1
[22] O=C(CN1CCOCC1)Nc1ccc(OC(F)(F)F)cc1
[23] Cc1ccc(OCC(=O)NNC(=S)NCc2ccccc2)cc1
[24] CCCn1nnnc1SCC(=O)NCc1cccs1
[25] O=S(=O)(c1ccccc1Br)N(Cc1cn(CC2CCCCC2)nn1)C1CC1
[26] COc1ccc(CC(=O)NC(C)(C)C)cc1S(=O)(=O)N1CCOCC1
[27] Cc1nn(Cc2ccccc2)c(C)c1NC(=O)CCCn1nc([N+](=O)[O-])cc1C
[28] NCC(=O)NCC(=O)NC[C@H]1O[C@@H](n2ccc(=O)[nH]c2=O)[C@H](O)[C@@H]1O
[29] O=S(=O)(Nc1ccc(OC(F)(F)F)cc1)c1cccc2nonc12
[30] CC(=O)c1ccc(C(=O)N2CCC(CO)(Cc3cccc(C(F)(F)F)c3)CC2)cc1

screen / no.	21	22	23	24	25	26	27	28	29	30
GC-B act	-14	-9	-2	-1	7	1	0	0	-2	3
HGIII-sPLA2 inh	-1	1	12	3	-5	-1	4	8	3	-2
rCAG binder	-2	-2	1	0	-1	-2	-4	3	4	-4
KLK7 zymogen act	0.2	0.5	0.1	0.2	0.5	-0.4	-0.1	-0.4	0.0	0.1
DDE Tn6 FP inh	3	2	5	-4	-1	7	4	4	-9	-1
ARFGAP1 inh	2	11	-4	5	nt	-11	-2	-5	-10	14
ADAM10 inh	4	-8	-4	8	-2	4	2	-6	3	3
GAA850 FXN act	0.4	0.5	1.6	-0.3	nt	-3.3	-1.2	1.1	1.3	0.4
GC-A act	-3	2	0	2	0	4	1	6	-2	0
ASAP1 inh	-7	-2	-6	-2	nt	2	-3	7	2	9

[31] COc1ccc(/C=N/N2CCN(C3c4ccccc4-c4ccccc43)CC2)cc1OC
[32] Cc1cc(C)c(-c2cc(C(=O)Nc3c(C)n(C)n(-c4ccccc4)c3=O)[nH]n2)c(O)c1
[33] CCCCC(=O)NCc1ccc(Cl)cc1
[34] COC(=O)C1(CCSC)NC(c2ccc(O)c(OC)c2)C2C(=O)N(c3ccc(C)cc3)C(=O)C21 (stereo not drawn)
[35] Cc1ccn2cc(-c3ccc4c(c3)NC(=O)CO4)nc2c1
[36] COc1ccccc1NC(=O)c1c(C)cc(=O)oc1C
[37] CN(C(=O)C1CCCN(c2ncnc3c2nc2n3CCCCC2)C1)c1cccc(Cl)c1 (stereo not drawn)
[38] CC(C)(C)OC(=O)N(CCc1ccccc1)Cc1ccc(OCc2cccc(NC(=O)c3ccccc3)c2)cc1
[39] CC(C)CCN(C(=O)Cc1ccccc1F)c1c(N)n(Cc2ccccc2)c(=O)[nH]c1=O
[40] CC(C)(C)NS(=O)(=O)c1ccc(OCC(=O)NCCC2=CCCCC2)cc1

screen / no.	31	32	33	34	35	36	37	38	39	40
GC-B act	-2	2	0	5	-5	2	-14	4	2	4
HGIII-sPLA2 inh	-3	-4	0	-6	0	-3	-4	-8	5	-4
rCAG binder	2	-2	-1	-2	0	2	-8	10	3	-10
KLK7 zymogen act	0.1	0.3	0.3	-0.4	0.7	-0.1	0.7	0.1	-0.7	-0.5
DDE Tn6 FP inh	9	9	4	-1	-4	10	7	0	4	4
ARFGAP1 inh	4	4	1	-9	7	10	-4	-7	1	-1
ADAM10 inh	2	0	12	-2	-48	-22	5	1	-9	10
GAA850 FXN act	3.4	-1.5	1.3	0.6	4.1	0.9	-2.0	-3.1	2.1	-2.0
GC-A act	-1	1	0	1	-4	3	-10	0	0	2
ASAP1 inh	12	-11	-7	-5	13	-9	-1	-8	-1	-9

[41] COc1cccc(C(=O)NNC(=O)Cc2cccs2)c1
[42] NC(=O)CC(NC(=O)Cc1ccc(Br)cc1)c1ccc(N2CCC(Cc3ccccc3)CC2)c([N+](=O)[O-])c1 (stereo not drawn)
[43] CC(C)CN(C(=O)COC(=O)c1ccc(Br)cc1)c1c(N)n(Cc2ccccc2)c(=O)[nH]c1=O
[44] Cc1ccc2cc(CCNC(=O)c3ccco3)c(=O)[nH]c2c1C
[45] O=C(Nc1ccc2c(c1)OCO2)c1cc(C2CCCCN2C(=O)c2ccc3ccccc3c2)on1 (stereo not drawn)
[46] Clc1ccccc1CSc1nc2ccncc2[nH]1
[47] Cc1cc([N+](=O)[O-])ccc1NC(=O)/C=C/c1cccs1
[48] COc1ccc(Cn2c(-c3ccc(Br)cc3)c[n+]3ccccc23)cc1
[49] CCCCC(=O)Nc1cccc(NC(=S)NC(C)=O)c1
[50] CCCCN1C(=O)c2ccc(C(=O)Nc3ccc(S(=O)(=O)N(C)C)cc3)cc2C1=O

screen / no.	41	42	43	44	45	46	47	48	49	50
GC-B act	0	-3	6	-4	-7	0	3	21	7	2
HGIII-sPLA2 inh	3	6	11	-2	16	-26	-5	10	1	-7
rCAG binder	3	2	4	1	9	2	6	4	0	7
KLK7 zymogen act	0.7	-0.2	-0.3	0.3	-0.3	-0.5	-0.6	-0.4	-0.4	-21
DDE Tn6 FP inh	6	1	4	-4	-6	4	4	-7	8	-5
ARFGAP1 inh	-5	4	-4	3	-1	-3	6	13	-4	6
ADAM10 inh	10	-1	-4	-47	-10	-1	8	-14	0	12
GAA850 FXN act	0.7	-0.6	-2.0	0.5	0.3	3.5	1.7	2.4	0.2	-2.2
GC-A act	2	-2	-3	-2	0	1	-3	29	-1	3
ASAP1 inh	-6	-9	7	-12	-9	4	-12	4	-5	8

[51] CC(C)C[C@H]1CNC(=S)N1C[C@H]1CCCN1C[C@H](Cc1ccc(O)cc1)N1C[C@H](CC(C)C)N(CC2CCCCCC2)C1=S
[52] CC(=O)c1ccc(OCC(O)CN2CCN(Cc3ccc4c(c3)OCO4)CC2)cc1 (stereo not drawn)
[53] O=C(Nc1nnc(Cc2ccccc2)s1)c1cnccn1
[54] CC(=O)Nc1ccc(NC(=O)CSc2nnc(C3CC3)n2-c2ccccc2)cc1

screen / no.	51	52	53	54
GC-B act	3	1&6	3	-2
HGIII-sPLA2 inh	-21	3&2	0	5
rCAG binder	13	0&-1	1	2
KLK7 zymogen act	0.1	-0.6&-0.6	0.5	0.4
DDE Tn6 FP inh	-4	3&4	3	-6
ARFGAP1 inh	7	4&0	1	2
ADAM10 inh	2	-2&-2	-5	-4
GAA850 FXN act	nt	9.3*!	-0.8	-1.1
GC-A act	-6	2&3	0	-3
ASAP1 inh	4	11&3	9	-8
